Assay outcomes from PubChem BioAssay.
FN deposition inh: fibronectin deposition inhibition. inhibition, % at 12.6 µM. AH1F fibroblasts, Alexa488-fibronectin deposition fluorescence, overnight. actives 0.086% (n = 350,000);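 active means mean inhibition across replicates of 30% or more, regardless of how many single replicates reach that level; inconclusive means mean under 30% yet at least half of replicates reach 30%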;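 further: positive control wells lacked labelled fibronectin entirely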
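material = AH1F fibroblast monolayer depositing Alexa488-labelled fibronectin into matrix | amount = 10000 AH1F cells/well | buffer or medium = DMEM plus 2% serum, read in PBS | incubation = 1 h cell adhesion before compound, then overnight fibronectin incubation | detection = fluorescence at 485 nm excitation, 525 nm emission | evaluation = percent inhibition as loss of matrix-bound fibronectin fluorescence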
PAX8 reporter: PAX8 transcriptional activity inhibition; actives 1.2% (n = 360,000); RMG-I TPO-luciferase reporter, SteadyGlo, 24 h; inhibition, % at 12.6 µM;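 active means mean replicate inhibition at least 60% with every replicate also reaching 60%; inconclusive means only one of the two criteria is met; inactive means mean below 60% and not all replicates reaching 60%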;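 further: luciferase light reporting Pax8 driven TPO promoter activity; plate controls were median of neutral control wells for no effect and mitoxantrone controls for full effect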
DENV2 CPE rescue: inhibitors of DENV2 cytopathic effect; DENV2-infected cells, cytopathic effect rescue, plate reader; CPE inhibition, % at 9.99 µM; actives 1.7% (n = 350,000); in the data active means CPE inhibition above about 20%, passing the limit was not always enough; inconclusive means no clear call, values can overlap the other calls; tested in BHK-21 cells;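 further: 0% = median of neutral control wells and 100% = median of positive control wells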
EWS-Fli block: EWS/Fli transcriptional activity inhibition. A673 NR0B1-luciferase reporter, viability-normalised. inhibition, % at 12.6 µM. actives 0.67% (n = 350,000). AID 651661;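 active means mean inhibition of at least 50% after viability correction, with every replicate also passing that limit; inconclusive means mean reaches 50% but only one of two replicates passes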;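 further: firefly luciferase signal divided by Alamar Blue viability fluorescence both relative to DMSO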
miR-122 sensor: miR-122 inhibition in Huh7 cells | actives 0.3% (n = 340,000) | Huh7 miR-122 Renilla luciferase sensor, 48 h; neutral wells = 0, positive control = 100 | activation (reporter increase), % at 12.5 µM;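 active means mean replicate activation score at least 90 and every replicate individually at or above 90; inconclusive means only one of the two criteria met; inactive means neither criterion met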;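 further: higher luciferase means less miR-122 activity so hits act as miR-122 inhibitors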
INS-1E GSIS act: primary screen for activators of insulin secretion dependent on glucose, INS-1E cells, GLuc reporter luminescence. INS-1E GLuc reporter insulin secretion, 2-3 h. activation, % at 16.6 µM. actives 0.61% (n = 370,000);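 active means lowest replicate activation of at least 40%, so every replicate reaches that level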;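 further: 0% = median of neutral control wells and 100% = median of IBMX positive control wells; some compounds called inactive have numbers as strong as hits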
F508del corr: correctors of CFTR F508del function in bronchial epithelial cells. CFBE cells, YFP halide quenching; stimulated with forskolin plus potentiator P3; % fluorescence drop versus neutral controls. activity (quench increase), % at 7.58 µM. actives 0.36% (n = 350,000). AID 720511;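 active means mean added fluorescence quench of at least 8% versus neutral control, with both replicates also reaching 8%; inconclusive means only one of the mean or replicate conditions met; inactive means mean below 8% and not both replicates reaching 8%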;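 further: cells transiently co-express mutant CFTR-F508del with the halide-sensitive YFP; corrector assay measuring rescue of mutant channel to the surface after 24 h compound exposure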
Active calls of the source: *; ? = inconclusive; nt = no result given; [ ] = another dose, or the depositor's remark.

structure	miR-122 sensor	FN deposition inh	EWS-Fli block	PAX8 reporter	INS-1E GSIS act	F508del corr	DENV2 CPE rescue
COCCN1C(=O)COc2ccccc2C1C(=O)NCc1ccccc1 (stereo not drawn)	nt	-1	5	-1	3	-2.2	1
COc1ccc2[nH]c3c(c2c1)CCN1C(=O)N([C@@H](C)C(=O)NCc2ccc(F)cc2)C(=O)[C@]31C	-4	nt	7	nt	nt	-3.2	?
CCOc1ccc(/C=C/C(=O)OC(C)C(=O)NC2CCCCC2C)cc1OC (stereo not drawn)	-4	4	3	-8	4	-0.1	-4
O=C1CC(N2CCN(C(c3ccccc3)c3ccccc3)CC2)C(=O)N1Cc1ccc(N2CCCC2=O)cc1 (stereo not drawn)	-5	-19	nt	6	nt	nt	nt
Cc1nc2cc(-c3ccccc3)[nH]n2c(=O)c1C	3	-4	-86	-26	-4	-0.1	-2
O=C1NC[C@H](CCCCN2CCN(CC3CCCCC3)C(=O)C2=O)N(CC2CCCCC2)C1=O	nt	0	-5	-14	4	3.1	1
COc1ccccc1CNC(=O)COC(=O)c1ccc([N+](=O)[O-])o1	1	8	-2	7	-18	-0.8	-5
O=C(/C=C/c1ccccc1)OCCN1C(=O)c2ccccc2C1=O	nt	-2	2	1	-2	0.2	10
CCOC(=O)N1CCN(S(=O)(=O)c2ccc(C(=O)N(CCCN(C)C)c3nc4cc(OC)ccc4s3)cc2)CC1	nt	2	-8	nt	-33	0.3	-3
CCOCCC(=O)Nc1nnc(CCc2ccccc2)s1	4	-4	-1	2	1	-1.4	0
Cc1ccc(NC(=O)Nc2cccs2)c(Cl)c1	10	5	nt	-182	nt	nt	nt
Cc1ccc(OCCC(=O)OCC(=O)NC2CCCC2)cc1	nt	-8	-4	-7	14	-0.8	-7
CCCNC(=O)c1cc(C2CCCN(C(=O)c3ccc4ccccc4c3)C2)on1 (stereo not drawn)	15	0	5	7	-16	-1.8	-1
CCc1sc(N2[C@H](C#N)[C@@H](c3ccccc3-c3ccc(F)cc3)[C@@H]2CO)nc1C	nt	11	-6	-9	-10	-0.3	12
O=C(Nc1ccccc1Cl)N1CCSc2ccccc21	-2	-7	6	-10	-1	3.7	-4
COCc1cc(C)nc(SCC(=O)Nc2ccc(C)c(C)c2)c1C#N	3	7	nt	-150	nt	nt	nt
O=C(c1c[nH]c2ccccc12)N1CCOCC1	-2	2	2	18	0	-3.5	2
COC(=O)C1C(=O)C=C(Nc2ccc(F)cc2)CC1c1ccc(OC)cc1 (stereo not drawn)	-1	-5	nt	-56	4	nt	nt
COC(=O)Cc1[nH]n(-c2ccccc2)c(=O)c1C=Nc1ccc(C)cc1	-7	1	-1	3	16	1.1	3
Nc1nc(NC2CCCC2)cc(=O)[nH]1	7	4	-3	-10	-6	2.7	-2
COCc1cccc(N2C(=O)CC(C3C=C(C)C4C(=O)N(c5cccc(COC)c5)C(=O)C4C3)C2=O)c1 (stereo not drawn)	-2	-8	-2	-13	-16	0.9	-1
COc1ccccc1N/N=C(\C#N)C(=N)N1CCOCC1	nt	-4	-12	-1	-9	-1.6	2
CCCNC(=O)C[C@@H]1CC[C@H]2[C@@H](COc3ccc(NC(=O)c4cccc(Cl)c4)cc3C(=O)N2C)O1	22[16.7 µM]	2	2	4	-3	-1.5	5
C[C@@H]1CN([C@@H](C)CO)C(=O)c2cccc(NC(=O)C3CC3)c2O[C@@H]1CN(C)Cc1ccc(C(=O)O)cc1	-1[16.7 µM]	nt	-4	-13	11	-0.4	14
CC(=O)c1cc(-c2ccccc2)[nH]c1N1CCOCC1	-12	nt	-11	nt	12	-2.7	3
Cc1cc(C)n(C(=O)CNC(=O)c2cccc(Br)c2)n1	-6	-12	nt	-17	7	-1.7	2
COc1cc(CC(=O)Nc2cccc(S(=O)(=O)N(C)c3ccccc3)c2)cc(OC)c1OC	-4	1	14	27	4	0.5	2
COc1ccc(S(=O)(=O)Nc2ccc3c(c2)C(=O)N([C@H](C)CO)C[C@@H](C)[C@@H](CN(C)Cc2ccc(C(=O)O)cc2)O3)cc1	-1[16.7 µM]	-4	-7	nt	35	-1.9	11
COc1ccc(S(=O)(=O)Nc2ccc(-n3cccc3)cc2)cc1	57	10	4	-8	-28	5.2	16
COc1ccc(CCNC(=O)Cc2ccc(Cl)cc2)cc1OC	1	0	5	-18	4	-1.0	3
Cc1cc(=O)[nH]c(SCC(=O)Nc2ccc(F)c([N+](=O)[O-])c2)n1	-3	8	-7	10	-19	3.6	-3
CNC[C@@H]1Oc2ccc(N(C)C)cc2CC(=O)N([C@H](C)CO)C[C@@H]1C	-8[16.7 µM]	-12	-5	-9	-3	-1.3	16
CCC(C)C(NC(=O)c1ccc(Cl)cc1Cl)C(=O)O (stereo not drawn)	-7	4	nt	10	14	nt	nt
C[C@@H]1CN([C@@H](C)CO)C(=O)c2cc(NC(=O)CCN3CCOCC3)ccc2O[C@@H]1CN(C)C(=O)Nc1cccc2ccccc12	-1[16.7 µM]	nt	-1	1	5	-1.0	2
COc1ccc2c3c(n(C)c2c1)[C@H](CO)N(C(=O)Cc1ccccn1)CC31CN(C)C1	nt	nt	-9	-34	9	0.4	4
O=C(NCc1ccncc1)c1cc(F)c(F)cc1Cl	-5	-8	3	7	-1	-1.0	8
COc1ccc2c(c1)-c1nc(/N=C/c3ccc(O)cc3)sc1CC2	nt	2	nt	-42	-12	nt	nt
CCN(CC)S(=O)(=O)c1cc(NS(=O)(=O)c2cc(Cl)ccc2Cl)ccc1C	392*	3	-5	30	-34	-2.0	-1
CC1(C)CC2=C(CO1)C(=S)NC(c1ccccc1)N2CC1CCCO1 (stereo not drawn)	5	-2	8	-1	nt	-1.7	-6
Cc1ccc(N(Cc2cc(=O)[nH]c3ccccc23)C(=O)C(C)C)c(C)c1	5	-8	16	12	16	-1.4	3
N#Cc1ccc(NC(=O)CSc2cn[nH]n2)cc1	0	0	-5	-19	-11	-3.0	2
Cc1ccc(NC(=O)COC(=O)C2CCN(c3ccc(C(F)(F)F)cn3)CC2)cc1C	1	4	-3	-3	-30	-2.2	-1
Cc1ccc(NC(=O)CSc2n[nH]c(-c3ccco3)n2)cc1	-4	0	-5	15	-7	-3.2	2
CCOC(=O)c1oc2ccccc2c1NC(=O)c1ccccc1OC	2	nt	-2	nt	nt	-3.1	3
CC[C@@H]1Cc2[nH][nH]c(=O)c2[C@@H](c2ccc(F)cc2)O1	nt	5	-8	20	-25	1.1	-6
Cc1ccc(CNC(=O)CCc2nc(-c3cccs3)no2)cc1	4	0	8	10	6	0.5	2
O=C(c1ccc(Cl)cc1)c1c[nH]c(C(=O)NNc2ccccc2)c1	-1	6	-50	-10	-6	-3.7	-1
CCCCN(C(=O)NC(=O)Nc1c(C)cc(C)cc1C)S(C)(=O)=O	0	nt	5	nt	16	-4.6	-5
C[C@@H]1CCCCO[C@H](CN(C)C(=O)Nc2ccc(F)cc2)[C@H](C)CN([C@@H](C)CO)C(=O)c2cc(NS(=O)(=O)c3cn(C)cn3)ccc2O1	2[16.7 µM]	-4	-18	-21	-8	1.9	-1
CC(C)[C@H](NC(=O)c1cccc(S(=O)(=O)N2CCOCC2)c1)C(=O)Nc1nccs1	-2	1	6	-2	-13	0.2	nt
C[C@@H]1CCCCO[C@H](CN(C)C(=O)CCCN(C)C)[C@@H](C)CN([C@H](C)CO)C(=O)c2cc(NC(=O)c3ccccc3)ccc2O1	1[16.7 µM]	nt	-1	-3	10	-4.3	6
CCc1noc(C)c1C(=O)Nc1cc(S(=O)(=O)N2CCOCC2)ccc1OCC(F)(F)F	-2	-1	13	0	37	-2.4	5
Cc1ccc(C(=O)Nc2ccccc2[N+](=O)[O-])cc1S(=O)(=O)N1CCOCC1	nt	-3	-8	6	8	-3.0	0
COc1cc(/C=C(\C#N)C(=O)NCCc2ccccc2)cc(OC)c1O	nt	6	7	-1	0	2.9	5
C/C=C/c1cnc2c(c1)C(=O)N([C@H](C)CO)C[C@@H](C)[C@H](CN(C)S(=O)(=O)c1cn(C)cn1)O2	-4[16.7 µM]	nt	-8	-30	13	0.4	1
C[C@@H]1CN([C@@H](C)CO)C(=O)c2cc(NC(=O)Nc3ccc(F)cc3)ccc2O[C@H]1CN(C)S(=O)(=O)c1ccc(F)cc1	-4[16.7 µM]	nt	-13	nt	0	-0.3	14
COCCCNC(=O)CN1C(=O)/C(=C/c2ccccc2)Sc2ccccc21	-2	6	-6	5	3	-4.9	-5
CC1=CC(C)(C)N(C(=O)CN2C(=O)CCC2=O)c2ccc(C)cc21	nt	nt	4	0	2	-0.8	1
CC(C)Cn1c(SCC(=O)NCc2ccco2)nnc1-c1ccncc1	nt	-2	5	5	-5	0.4	-3
CCC(=O)N(C)C[C@H]1Oc2ncc(-c3ccccc3OC)cc2C(=O)N([C@H](C)CO)C[C@H]1C	-2[16.7 µM]	-11	2	nt	20	0.5	-7

Next part.
structure	miR-122 sensor	FN deposition inh	EWS-Fli block	PAX8 reporter	INS-1E GSIS act	F508del corr	DENV2 CPE rescue
CN(C)CC(=O)Nc1ccc(S(N)(=O)=O)cc1	-2	-2	nt	-30	nt	nt	nt
CN(C(=O)c1cccc(NC(=O)Cc2cccc(NC(=O)C3CCN(C(=O)C4CCCC4)CC3)c2)c1)C1CCC1	-5	5	7	9	-9	-0.2	-3
O=C(O)CN1C(=O)CSc2ccccc21	-6	-7	nt	-11	nt	nt	nt
CS(=O)(=O)N(CC(=O)Nc1ccc(S(=O)(=O)N2CCCC2)cc1)c1ccccc1F	-4	nt	nt	0	-10	nt	nt
NC(=O)c1ccc(-n2nnnc2SCC(=O)Nc2ccccc2F)cc1	nt	3	-9	-2	26	-3.5	-1
CSC1=NCCN1C(=O)Cc1cccs1	-5	17	-7	-1	-4	0.2	-6
CC(C)NC(=O)c1onc(CSc2ccc(F)c(F)c2)c1C(=O)NC(C)C	2	15	-20	-3	-17	-4.5	nt
CC(=O)Oc1cccc(N2C(=O)C3CC=CCC3C2=O)c1 (stereo not drawn)	-11	6	nt	-8	nt	nt	nt
S=c1nc(-c2ccccc2)n(-c2ccccc2)[nH]1	5	-2	-27	-7	-1	1.9	-2
CC(c1ccc(F)cc1)n1cc(S(=O)(=O)N2CCCC2)ccc1=O (stereo not drawn)	1	0	-1	-16	22	4.2	7
O=C1OC[C@@H]2CCCN2C(=O)[C@H](CC(=O)N(CCO)Cc2ccccc2)C/C=C\C[C@H]1Cc1ccc(F)cc1	-2	0	-6	-8	-10	-2.8	-6
O=C(C[n+]1cccc(C(=O)N/N=C/c2cccc([N+](=O)[O-])c2)c1)c1ccccc1	nt	-4	-7	-6	30	-2.1	-1
COc1cc(C(NC=O)C(=O)Nc2c(C)cccc2C)ccc1O (stereo not drawn)	-4	-3	2	2	nt	-0.3	-5
CCOC(=O)c1oc2ccccc2c1NC(=O)c1cccc(OC)c1OC	57	-6	nt	nt	-6	nt	nt
COc1ccccc1CNC(=O)C[C@@H]1CC[C@@H]2[C@H](COC[C@H](O)CN2C(=O)Nc2ccc(F)cc2)O1	-7[16.7 µM]	-2	-21	-10	-14	2.9	9
CC1(C(=O)O)CCCN1C(=O)c1ccc(Cl)cc1Cl (stereo not drawn)	-2	-15	-1	-2	-3	-4.7	-13
CC(C)Cc1c2c([nH]c(=S)c1C#N)CCCC2	-1	-1	nt	-8	21	nt	nt

Outcome played no part in choosing rows. About 3.9% of those tested had a hit in this group.
